MCF10A rereplic – DNA re-replication induction in MCF 10a cells. MCF 10A DNA re-replication, Hoechst nuclear intensity, 48 h. 350,000 compounds, 2.9% hits. Potency, µM (titrated, usually from 46.1 µM), for inactives: at the highest dose activity, positive = re-replication, actives largely listed as activators. AID 624296; also: potency is read from the fitted curve at half-maximal effect; % of control where 0% means no effect; nearly all actives have a fitted effect of over 50% in size
HT1080NT lethal – kills 2HG-producing HT-1080-NT fibrosarcoma cells; HT-1080-NT fibrosarcoma viability, CellTiter-Glo ATP luminescence, 48 h; Potency, µM (titrated, usually from 46.1 µM), for the others: at the top dose activity, negative = less viability, most hits filed as cytotoxic; 360,000 compounds, 1.6% hits; AID 686970;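 also: NT is the 2HG producing partner of a matched IDH1 knockdown line; potency is read from the fitted curve at half-maximal effect; 0% = DMSO-treated cells and -100% = media-only wells without cells; nearly all actives have a fitted effect of over 55% in size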
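750 cells/well, RPMI + 5% FBS; 2 h settle, compound pin-transfer, 48 h at 37 degrees C. CellTiter-Glo 10 min RT, luminescence. Normalized to DMSO and media-only wells.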
SW480 rereplic – inducers of DNA re-replication in SW480 colon cancer cells. 340,000 compounds, 1.8% hits. Potency, µM (highest dose often 46.1 µM), for the others: at the highest dose re-replication activation, hits mostly activators. SW480 DNA re-replication, Hoechst DNA content imaging, 48 h; also: potency is read from the fitted curve at half-maximal effect; % of control where 0% means no effect; nearly all actives have a fitted effect of over 55% in size
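Image-based DNA-content assay: after two days of treatment, nuclei were labelled with the DNA dye Hoechst and imaged, and hits were compounds raising the count of nuclei showing high fluorescence intensity.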
ATXN2 expr inh – ATXN2 expression inhibition. Potency, µM (highest dose often 57 µM), for the others: top-dose activity change, negative = inhibition, usual class: inhibitors. HEK-293 ATXN2-luciferase reporter, luminescence, 24 h. 360,000 compounds, 0.72% hits; also: potency is read from the fitted curve at half-maximal effect; % is scaled to controls: 0 for no effect and ±100 for the full control effect; nearly all actives have a fitted effect of over 55% in size
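ATXN2-luciferase reporter cells (luciferase flanked by upstream and downstream ATXN2 gene portions) were treated 24 h at 37 °C with compounds at up to 57 uM. SteadyGlo luminescence gave expression; GF-AFC fluorescence gave viability.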
WRN inhibitor – inhibitors of human WRN helicase | WRN helicase unwinding, fluorescent forked duplex, kinetic | Q14191 | Potency, µM (series often up to 114 µM), for the others: at the top dose activity change, negative = inhibition, actives largely listed as inhibitors | 360,000 compounds, 0.46% hits; also: potency is read from the fitted curve at half-maximal effect; % is scaled to controls: 0 for no effect and ±100 for the full control effect; nearly all actives have a fitted effect of over 55% in size
Target sequence (Q14191 whole entry, looked up): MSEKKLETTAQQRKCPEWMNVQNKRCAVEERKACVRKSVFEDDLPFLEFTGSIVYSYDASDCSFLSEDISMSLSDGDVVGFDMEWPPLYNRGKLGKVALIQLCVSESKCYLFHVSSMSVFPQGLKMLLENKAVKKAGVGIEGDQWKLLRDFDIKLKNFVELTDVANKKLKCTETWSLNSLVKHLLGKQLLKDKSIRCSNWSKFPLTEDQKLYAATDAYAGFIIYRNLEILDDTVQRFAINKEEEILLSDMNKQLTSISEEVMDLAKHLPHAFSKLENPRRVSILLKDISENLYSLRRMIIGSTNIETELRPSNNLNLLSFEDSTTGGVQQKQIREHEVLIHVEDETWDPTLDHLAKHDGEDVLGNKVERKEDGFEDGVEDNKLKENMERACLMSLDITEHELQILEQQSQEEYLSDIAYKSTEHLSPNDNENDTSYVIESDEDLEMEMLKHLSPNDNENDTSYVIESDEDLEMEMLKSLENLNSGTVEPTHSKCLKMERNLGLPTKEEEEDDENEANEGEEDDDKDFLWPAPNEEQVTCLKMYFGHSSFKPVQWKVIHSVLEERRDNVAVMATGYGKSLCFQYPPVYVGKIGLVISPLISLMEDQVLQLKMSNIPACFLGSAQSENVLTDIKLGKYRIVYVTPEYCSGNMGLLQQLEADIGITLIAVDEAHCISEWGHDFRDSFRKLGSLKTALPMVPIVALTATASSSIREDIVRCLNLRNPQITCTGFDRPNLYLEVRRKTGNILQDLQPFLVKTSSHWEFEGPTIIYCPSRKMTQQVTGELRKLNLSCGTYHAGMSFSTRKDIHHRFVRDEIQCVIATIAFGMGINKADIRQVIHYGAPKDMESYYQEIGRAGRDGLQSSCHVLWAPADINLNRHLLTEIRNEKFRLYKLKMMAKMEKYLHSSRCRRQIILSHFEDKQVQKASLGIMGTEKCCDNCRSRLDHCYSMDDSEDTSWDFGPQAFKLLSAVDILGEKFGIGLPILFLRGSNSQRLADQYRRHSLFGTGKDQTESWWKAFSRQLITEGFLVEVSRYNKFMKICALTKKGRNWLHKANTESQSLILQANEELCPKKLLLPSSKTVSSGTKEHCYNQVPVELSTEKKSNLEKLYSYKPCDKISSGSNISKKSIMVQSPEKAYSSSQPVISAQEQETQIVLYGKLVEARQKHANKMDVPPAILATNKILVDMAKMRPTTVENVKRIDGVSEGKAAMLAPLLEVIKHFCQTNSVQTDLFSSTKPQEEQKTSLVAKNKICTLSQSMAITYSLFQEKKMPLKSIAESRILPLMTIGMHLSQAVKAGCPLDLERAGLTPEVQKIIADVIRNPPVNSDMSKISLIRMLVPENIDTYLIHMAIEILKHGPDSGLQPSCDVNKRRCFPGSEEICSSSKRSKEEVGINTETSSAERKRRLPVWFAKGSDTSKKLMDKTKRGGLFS
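Screening of the MLSMR collection measured strand separation of a quenched forked DNA duplex (100 nM) by 20 nM WRN with 2 mM ATP, all final. Compounds were preincubated with enzyme 15 min at room temperature.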
KB-V1 MDR tox – KB-V1 MDR subline cytotoxicity; KB-V1 MDR cells viability, CellTiter-Glo, 72 h; Potency, µM (top dose mostly 46.1 µM), inactives show top-dose activity change, negative = cytotoxicity, actives largely listed as cytotoxic; 400,000 compounds, 3.4% hits; AID 1347076; also: potency is read from the fitted curve at half-maximal effect; % is scaled to controls: 0 for no effect and ±100 for the full control effect; nearly all actives have a fitted effect of over 60% in size
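Drug-selected KB-V1 cells, grown in DMEM lacking phenol red with 10% FBS, receive compound titrations; after three days at 37 degrees C, surviving cell ATP is quantified by CellTiter-Glo luminescence and responses normalized and curve-fitted.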
KB-3-1 cytotox – KB-3-1 parental cell cytotoxicity. 400,000 compounds, 1.4% hits. KB-3-1 viability, CellTiter-Glo ATP luminescence, 72 h. Potency, µM (series often up to 46.1 µM), without a hit: at the highest dose activity change, negative = cytotoxic, usual class: cytotoxic. AID 1347075; also: potency is read from the fitted curve at half-maximal effect; % is scaled to controls: 0 for no effect and ±100 for the full control effect; nearly all actives have a fitted effect of over 60% in size
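Cells are dispensed, compounds pinned in, plates held at 37 °C for 72 h, then CellTiter-Glo is added and luminescence read after 10 minutes. Cell line: parental KB-3-1 in phenol-red-free DMEM, 10% FBS.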
IL1B secr inh – inhibitors of inflammasome signaling (IL-1 beta secretion); THP-1 LPS/ATP IL-1B secretion, AlphaLISA, 16 h; hits give low values; activity change, % at 57.5 µM; 360,000 compounds, 4.7% hits; AID 743279; in the data active = activity change below about -50%; inconclusive = mostly about -30% to -49%; also: % is scaled to controls: 0 for no effect and ±100 for the full control effect
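Secreted IL-1B measured by AlphaLISA bead assay after 16 h compound exposure of THP-1 cells; compounds (final up to 57.5 uM) added 1 h before LPS (250 ng/mL) and ATP (1.25 mM) stimulation; lower signal means less secretion.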
HT1080 IDH1KD tx – toxicity to HT-1080 IDH1 knockdown cells (counter line). HT-1080 IDH1 knockdown viability, ATP luminescence, 48 h. Potency, µM (series often up to 46.1 µM), inactives show at the top dose activity, negative = toxicity, actives largely listed as cytotoxic. 360,000 compounds, 2% hits. AID 686971;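 also: potency is read from the fitted curve at half-maximal effect; 0% = DMSO wells and -100% = cell-free medium wells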
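In this qHTS, HT-1080 cells depleted of IDH1 are exposed for 48 h at 37 °C to compound titrations. Toxicity is scored from CellTiter-Glo luminescence, with DMSO as full viability and medium alone as none.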
Active calls of the source: *; u = inconclusive; x = no result given; [ ] = remark or other dose. Unless noted, calls follow the shape of the dose curve; as a rule, active = well fitted curve in the direction sought with a large enough effect; inconclusive = small, poorly fitted or top-dose-only effect, or another doubt; inactive = no such curve, though single readings can be large; an effect the other way counts as inactive or inconclusive.

smiles,MCF10A rereplic,HT1080NT lethal,SW480 rereplic,ATXN2 expr inh,WRN inhibitor,KB-V1 MDR tox,KB-3-1 cytotox,IL1B secr inh,HT1080 IDH1KD tx
O=C(Nc1ccc(F)cc1)N[C@H]1CC[C@H](CCNS(=O)(=O)c2cccc(Cl)c2)O[C@@H]1CO,x,-3%,x,x,1%,-3%,-8%,-10,0%
Cc1ccc(S(=O)(=O)N2CCOCC2)cc1C(=O)OCC(=O)NC1CCCCC1,1%,6%,-92%[inhibitor],2%,6%,-18%,0%,2,2%
CO/N=C/c1ccc(N2CCN(C(=O)c3cccc(Cl)c3)CC2)c([N+](=O)[O-])c1,u,1%,4%,u,-3%,u,u,-17,0%
Cc1ccc(-n2nnnc2-c2cnoc2-c2cccc(F)c2)cc1,u,-12%,1%,-1%,-2%,2%,0%,47,-12%
CN(C)C(=O)c1cccc(-c2cnc3c(NC=O)cc(-c4ccc(N(C)C)cc4)cn23)c1,x,u,x,0%,-31%,0%,0%,0,-24%
CC1(c2nc3ccccc3[nH]2)CCC(=O)N1Cc1cccs1 (stereo not drawn),x,15%,x,5%,-5%,-1%,0%,5,17%
CN(C(=O)COC(=O)c1ccc(=O)n(Cc2ccccc2)n1)C1CCCCC1,-1%,7%,-1%,2%,8%,u,23%,0,7%
CCC(=O)Oc1ccc(C(=O)Nc2cccc(C(=O)NC(C)(C)C)c2)cc1,-5%,-11%,1%,1%,1%,-6%,-4%,45,-5%
Cc1ccc2c(c1)C(=O)C(=O)N2CCCOc1ccccc1C,u,u,30%,-16%,-18%,-16%,u,u,-29%
Cc1ccc(Sc2ncccc2N)cc1,u,0%,21µM*,16%,0%[11.6 µM],-1%,7%,3,1%
COC(=O)c1c(-c2ccc(OC)cc2)sc2cc3c(cc12)OCO3,u,0%,-5%,47%[activator],-4%,-7%,-5%,42,4%
c1ccc2cc(Sc3ncnc4c3oc3ccccc34)ccc2c1,u,-2%,-44%,29%,10%,0%,-7%,-7,-1%
Cc1ccc(S(=O)(=O)NCCS(=O)(=O)N2CCN(c3ccc(F)cc3)CC2)cc1,2%,1%,-4%,7%,-4%,-24%,0%,3,1%
CCCN(CC1CC1)C(=O)COc1ccccc1C(=O)NCc1ccccc1,19%,15%,0%,0%,-3%,-21%,-3%,1,0%
Cc1nc2ccccn2c1C(=O)CSc1cccc(Cl)c1,2%,1%,1%,-21%,-4%,-2%,2%,-70*,-5%
CC[C@]1(C(=O)OC)[C@H]2C(=O)N(Cc3ccccc3)C(=O)[C@H]2[C@H]2CN=C(SC)N21,31%,0%,3%,-5%,1%,0%,0%,-9,-2%
COc1ccc2cc(C[C@@H]3CC[C@@H](CO)O3)ccc2c1,1%,4%,-73%[inhibitor],51%[activator],-3%,0%,0%,9,2%
N#CC1=C(SCC(N)=O)NC(=O)CC1c1ccccc1Cl (stereo not drawn),-2%,-10%,-7%,-8%,-9%[57.1 µM],11%,-12%,0,1%
CCCNC(=O)c1ccccc1NS(=O)(=O)c1ccc(OC)c(OC)c1,14%,-1%,2%,-3%,-12%,u,18%,2,-4%
O=C(NCCC1CCCCN1S(=O)(=O)c1ccccc1)C(=O)NCc1ccc(F)cc1 (stereo not drawn),25%,-8%,-275%[inhibitor],-10%,-5%,-16%,-11%,-25,-8%
Cc1nn(C(C)C(=O)Nc2ccc3c(c2)OCO3)c(C)c1[N+](=O)[O-] (stereo not drawn),-3%,2%,0%,x,-4%,-11%,1%,2,15%
NC(=O)N/N=C/c1ccc(OCc2cccc(Cl)c2)cc1,-1%,-4%,8%,9%,1%,5%,-1%,5,-3%
COc1cc(OC)c2ccc(=O)oc2c1C(CCN1CCN(c2ccccc2)CC1)c1ccc(N(C)C)cc1 (stereo not drawn),u,0%,-29%,4%,7%,-8%,8%,11,-7%
CN1/C(=C\C(=S)Nc2ccccc2)C(C)(C)c2ccccc21,14%,u,11%,u,-6%,6%,u,u,-2%
CCOc1ccc(OCC)c(S(=O)(=O)NC2CC(C)(C)NC(C)(C)C2)c1,1%,-2%,-2%,-26%,-13%,-20%,-2%,-59*,-6%
CCCCN1CC(COCc2ccccc2)Oc2cccc(Oc3ccc(F)cc3)c2S1(=O)=O (stereo not drawn),7%,0%,5%,10%,-3%,10%,7%,28,4%
O=C1c2ccccc2C(=O)c2c([N+](=O)[O-])ccc(O)c21,0%,-2%,-3%,3%,u,u,-9%,-28,18%
COc1ccc(NC(=O)C2C(c3ccc4c(c3)OCO4)=Nc3ccccc3N2C(=O)c2cccc(C(F)(F)F)c2)cc1 (stereo not drawn),x,3%,x,x,-3%,1%,10%,-18,1%
Cc1ccc2cc(NC(=O)c3ccc(C(C)(C)C)cc3)ccc2n1,u,u,u,-37%,-3%,u,u,-101*,u
Fc1ccc(-c2[nH]ncc2CN2CCN(c3ccc(F)cc3)CC2)cc1,-5%,-8%,12%,-29%,-3%,u,4%,x,u
CN1CCc2c(sc(NC(=O)Cc3ccc(F)cc3)c2C(N)=O)C1,-3%,4%,-8%,x,2%,32%,7%,-2,7%
COc1ccc(NC(=O)CS(=O)CC(=O)Nc2cccnc2)cc1 (stereo not drawn),1%,0%,0%,-8%,0%,8%,-1%,22,-8%
CN(C)c1ccc(NC(=O)c2cccc([N+](=O)[O-])c2)c2ccccc12,6%,-5%,-1%,-8%,2%,-7%,0%,-8,-2%
O=c1onc(-c2ccc(Cl)cc2Cl)n1-c1cccnc1,6%,2%,-27%,1%,-8%,16%,0%,-4,-4%
Cc1cnc(-c2nnc(N(C)C(=O)C3CCCO3)s2)cn1 (stereo not drawn),-10%,-4%,-10%,16%,6%,0%,-10%,u,-1%
CCCCN(C(=O)CCC(=O)Nc1cc(C)on1)C(C(=O)NC1CCCC1)c1ccc(OC)cc1 (stereo not drawn),1%,0%,-1%,-15%,0%,u,5%,-6,-5%
CC1CN(C(=O)CSc2nnc(-c3ccccc3)o2)CC(C)O1 (stereo not drawn),-2%,2%,u,-7%,3%,-16%,u,4,3%
Cc1nc2ccc(NC(=O)CCS(=O)(=O)c3ccc(Cl)cc3)cc2s1,10%,0%,2%,-14%,-14%,-25%,-13%,65,-2%
O=C(CSc1nnc(-c2cccnc2)o1)Nc1ccccc1F,4%,-3%,-99%[inhibitor],-33%,0%,-12%,0%,-1,-3%
Cc1cccc(/C=C2\Sc3ccc(C(=O)N4CCC(C(N)=O)CC4)cc3N(C)C2=O)c1,-4%,-15%,2%,x,-1%,-11%,u,-6,-5%

Reprinted from the part before: 2 compounds, then new ones.
smiles,MCF10A rereplic,HT1080NT lethal,SW480 rereplic,ATXN2 expr inh,WRN inhibitor,KB-V1 MDR tox,KB-3-1 cytotox,IL1B secr inh,HT1080 IDH1KD tx
O=C(CSc1nnc(-c2cccnc2)o1)Nc1ccccc1F,4%,-3%,-99%[inhibitor],-33%,0%,-12%,0%,-1,-3%
Cc1cccc(/C=C2\Sc3ccc(C(=O)N4CCC(C(N)=O)CC4)cc3N(C)C2=O)c1,-4%,-15%,2%,x,-1%,-11%,u,-6,-5%
CCOC(=O)C(=CNc1ccccc1Cl)C(=O)OCC,1%,11%,-3%,x,4%,0%,3%,-27,1%
Cc1ccc(Nc2nc3ccccc3s2)c(C)c1,u,-10%,-2%,79%[activator],u,-17%,-11%,-62*,-22%
COC(=O)C[C@H]1C=C[C@H](NC(=O)c2cccc(F)c2)[C@@H](CO)O1,x,11%,x,x,4%,6%,11%,20,15%
O=c1c(C(c2ccc(O)cc2)c2c(O)nc3n(c2=O)CCS3)c(O)nc2n1CCS2,-1%,16%,-4%,3%,15µM*,11%,10%,27,15%
C/C(=N/NS(=O)(=O)c1ccc(Cl)cc1)c1ccc2c(c1)OCO2,3%,14%,2%,x,-3%,12%,2%,1,8%
CC(C)CC(=O)NCc1ccc(F)cc1,14%,3%,-5%[9.22 µM],-1%,3%,2%,-1%,1,10%
Cc1ccc(CCNS(=O)(=O)c2cc3c(cc2C)NC(=O)CO3)cc1,-2%,1%,-3%,4%,5%,-23%,-37%,2,-2%
CCOC(=O)c1sc(/N=C/N(C)C)nc1C,0%,15%,u,3%,1%,-3%,26%,1,9%
CCc1nnc(SCC(=O)NC2CCCC2)nc1CC,11%,15%,-1%,3%,-1%,-9%,3%,22,9%
CC1CCN(C(=O)CCNC(=O)c2ccccc2)CC1,0%,15%,5%,14%,-2%,2%,-3%,-15,10%
Cc1cc(C)c(S(=O)(=O)NCc2cccnc2)cc1C,9%,0%,1%,x,4%,-9%,2%,-4,-2%
Cn1c(NCc2cc(Br)ccc2O)nc2ccccc21,u,u,-5%,-8%,-32%,-16%,-11%,u,u
CCOC(=O)c1ccccc1N/C=C/C(=O)c1cccs1,u,4%,19%,28%,2%,u,2%,23,6%
Cc1nc(N2CCCC2)c2ccsc2n1,2%,-12%,-3%,11%,-9%,-7%,-2%,8,-6%
CCCNS(=O)(=O)c1ccc(NC(=O)c2ccccn2)cc1,u,-3%,6%,12%,-17%,-16%,-26%,8,-8%
O=C(NN1C(=O)NC2(CCCCC2)C1=O)c1ccc(-c2ccccc2Cl)o1,3%,2%,4%,5%,-6%,u,-10%,u,-13%
Nc1nnc(-c2ccccc2[N+](=O)[O-])o1,1%,10%,-1%,2%,5%,5%,11%,19,12%
CCc1ccc(-c2cc(C(=O)NCc3ccccn3)c3ccccc3n2)cc1,u,-1%,3%,13%,-4%,u,-15%,u,4%

Screens from PubChem.
